PLC-beta3 inh: human PLC-beta3 inhibitors, primary screen, biochemical, fluorescence; actives 0.18% (n = 370,000); inhibition, % at 12.2 µM; 1-phosphatidylinositol 4,5-bisphosphate phosphodiesterase beta-3 (Homo sapiens), Q01970; AID 720704, 2013; Purified PLC-beta3, fluorogenic substrate; in the data active means inhibition above about 11%;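 further: 0% = median of compound wells on plate and 100% = full blocker control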
Tn7 DDE FP: inhibitors of Tn7 peptide binding to fibrin DD(E), primary screen, biochemical, fluorescence polarization, human fibrin, Tn7 probe | AID 720508, 2013 | actives 0.13% (n = 370,000) | inhibition, % at 8.3 µM | Fibrinogen beta chain (Homo sapiens), P02675 | FP displacement of FITC-Tn7 peptide from fibrin DD(E); 0% = median of compound wells per plate;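 active means inhibition above the mean of compounds falling within the control limits plus 3 SD of them, cut at about 14% in these data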;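 further: 0% = plate median of compound wells and 100% = 10 µM Aha-Tn7 peptide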
Target sequence (P02675 whole entry, looked up): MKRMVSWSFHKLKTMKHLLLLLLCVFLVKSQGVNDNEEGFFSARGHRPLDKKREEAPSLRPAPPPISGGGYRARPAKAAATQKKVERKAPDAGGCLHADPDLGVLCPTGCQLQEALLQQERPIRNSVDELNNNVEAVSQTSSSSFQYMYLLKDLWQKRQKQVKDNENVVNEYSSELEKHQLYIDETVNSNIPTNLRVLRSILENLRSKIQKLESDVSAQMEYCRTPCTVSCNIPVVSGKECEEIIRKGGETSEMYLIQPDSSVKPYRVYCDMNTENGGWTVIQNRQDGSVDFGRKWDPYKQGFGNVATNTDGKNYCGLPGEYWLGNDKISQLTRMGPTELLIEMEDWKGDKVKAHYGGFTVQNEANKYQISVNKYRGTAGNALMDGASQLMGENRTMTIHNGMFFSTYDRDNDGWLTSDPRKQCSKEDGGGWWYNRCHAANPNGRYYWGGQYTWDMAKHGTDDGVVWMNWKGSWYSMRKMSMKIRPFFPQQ
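assay system = human clot-derived fibrin DD(E) complex | quantity = Fibrin-DD(E) at 2 µM final | timing = 10 min preincubation, 3 h with tracer, room temperature | signal = fluorescence polarization | measure = percent inhibition | benchmarks = high control wells with 10 µM unlabelled Aha-Tn7 peptide (full inhibition) | replicates = singlicate testing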
ADAM17 inh: ADAM17 inhibitors, primary screen, biochemical, QFRET | recombinant ADAM17, EDANS/DABCYL FRET peptide cleavage | inhibition, % at 6.95 µM | actives 0.83% (n = 370,000);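 active means inhibition above the mean of compounds lying between control limits plus 3 SD, set per campaign, cut at about 8.5% in these data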;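 further: 0% = DMSO-only wells as the low control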
MBD2 inh: inhibitors of MBD2 binding to methylated DNA, primary screen, biochemical, TR-FRET, DNA-binding domain, human | Methyl-CpG-binding domain protein 2 (Homo sapiens), Q9UBB5 | MBD2 binding to methylated oligonucleotide | inhibition, % at 4.4 µM | actives 0.31% (n = 370,000) | AID 686964, 2013; in the data active means inhibition above about 13%
ARFGAP1 inhibitor: inhibitors of rat ARFGAP1 GAP activity, primary screen, biochemical, fluorescence polarization, GDP tracer | ADP-ribosylation factor GTPase-activating protein 1 (Rattus norvegicus), Q62848 | AID 651572, 2012 | inhibition, % at 16.5 µM | Arfgap1-stimulated ARF1 GTP hydrolysis, GDP FP detection | actives 0.26% (n = 360,000);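 active means inhibition above a per-plate limit, mean inhibition of low control wells plus 3 SD, cut at about 25% in these data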;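 further: 0% = DMSO wells with enzyme and 100% = wells lacking Arfgap1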
Target sequence (Q62848 1-136 limits assumed): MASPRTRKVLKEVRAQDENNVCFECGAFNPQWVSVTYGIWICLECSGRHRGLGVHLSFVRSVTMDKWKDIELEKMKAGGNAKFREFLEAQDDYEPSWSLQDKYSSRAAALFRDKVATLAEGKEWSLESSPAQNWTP
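System: truncated rat Arfgap1 GAP domain / Benchmarks: high control wells lacking Arfgap1, low control full reaction with DMSO / Times: compound-enzyme preincubation 20 min, reaction 120 min, detection 60 min, 25 °C / Repeats: one replicate per compound / Also added: human ARF1(Δ1-17)-GTP substrate / Measured by: Tracer-displacement fluorescence polarization with EDTA stop, 620/688 nm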
PLC-gamma1 inh: PLC-gamma1 enzyme inhibitors, primary screen, biochemical, fluorescence, purified enzyme; inhibition, % at 12.2 µM; AID 720700, 2013; actives 0.84% (n = 370,000); fluorogenic substrate; 1-phosphatidylinositol 4,5-bisphosphate phosphodiesterase gamma-1 (Homo sapiens), P19174; in the data active means inhibition above about 9.5%
KLK7 zymogen act: proKLK7 zymogen activators, primary screen, biochemical, fluorescence intensity; purified proKLK7, EDANS-DABCYL substrate fluorescence; 100% is mature enzyme control, 0% vehicle; activation, % at 7 µM; actives 0.9% (n = 370,000);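 active means activation above the mean of all tested compounds plus 3 SD, computed per campaign excluding outliers beyond control limits, cut at about 13% in these data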
Target sequence (P49862 whole entry, looked up): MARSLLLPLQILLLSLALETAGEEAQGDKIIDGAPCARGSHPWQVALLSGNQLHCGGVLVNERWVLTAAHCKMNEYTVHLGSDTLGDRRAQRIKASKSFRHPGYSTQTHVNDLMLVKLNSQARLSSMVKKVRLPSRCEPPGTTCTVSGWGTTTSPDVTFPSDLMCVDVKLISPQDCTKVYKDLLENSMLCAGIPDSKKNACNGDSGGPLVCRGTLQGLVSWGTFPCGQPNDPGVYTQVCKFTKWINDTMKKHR
ASAP1 inh: inhibitors of human ASAP1 ArfGAP activity, primary screen, biochemical, fluorescence polarization | ASAP1-stimulated ARF1 GTP hydrolysis, GDP FP detection | actives 0.19% (n = 360,000) | inhibition, % at 16.5 µM | AID 624377, 2012; in the data active means inhibition above about 25%;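 further: 0% = vehicle with enzyme and substrate and 100% = no enzyme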
UHRF1 binding: UHRF1 methylated DNA binding inhibitors, primary screen, counter-screen for MBD2 inhibitor project, biochemical, TR-FRET, human UHRF1, single concentration; E3 ubiquitin-protein ligase UHRF1 (Homo sapiens), Q96T88; UHRF1 binding to methylated oligo; inhibition, % at 4.4 µM; actives 0.75% (n = 370,000); AID 687016, 2013; in the data active means inhibition above about 21%;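 further: UHRF1 SRA domain binding a hemimethylated CpG hairpin DNA probe; 0% = median of test compound wells and 100% = reference inhibitor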
DDE Tn6 FP inh: inhibitors of Tn6 peptide binding to fibrin DD(E), primary screen, biochemical, fluorescence polarization, human fibrin, Tn6 probe. Fibrinogen beta chain (Homo sapiens), P02675. Fibrin DD(E) TRITC-Tn6 fluorescence polarization displacement. inhibition, % at 8.3 µM. actives 0.21% (n = 370,000). AID 720509, 2013;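 active means inhibition above a per-campaign cutoff: mean of compounds within control limits plus 3 SD, cut at about 15% in these data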;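 further: 0% = median of all compound wells on the plate and 100% = blocking peptide control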
An asterisk follows results filed as active; . = not tested or not shown.

SMILES	PLC-beta3 inh	Tn7 DDE FP	ADAM17 inh	MBD2 inh	ARFGAP1 inhibitor	PLC-gamma1 inh	KLK7 zymogen act	ASAP1 inh	UHRF1 binding	DDE Tn6 FP inh
COC(=O)Cn1c(=NC(=O)c2ccc(OC)c(OC)c2)sc2cc(OC)ccc21	-223	-5	-27	1	20	-188	1.4	1	0	-7
Cc1cc(C(=O)N/N=C/c2ccc3c(c2)OCO3)c2ccccc2n1	-8	0	0	-5	14	-4	0.2	8	0	-1
Cc1cc(OC(C)CCN2CCC(C(O)(c3ccccc3)c3ccccc3)CC2)ccc1Br (configuration not stated)	2	-3	4	-6	.	5	-0.4	.	-2	-7
Cc1[nH]c2ccccc2c1C(=O)COC(=O)C(C)C	-1	9	-4	1	11	2	0.3	3	0	0
Cc1cccc(CN2CCN(C3CN(Cc4ccc(F)cc4)S(=O)(=O)C3)CC2)c1 (configuration not stated)	1	-1	6	0	-5	3	-0.1	-6	0	5
Clc1cccc(OCCN2CCN(CCOc3cccc(Cl)c3)CC2)c1	2	7	4	-3	-4	1	0.4	9	0	-7
C/C(N)=C(/C#N)C(=O)CSc1nnnn1-c1ccc(C)cc1C	-2	4	2	-4	6	-1	-0.3	-8	-2	0
O=C(CC1C(=O)NCCN1C(=O)c1ccc([N+](=O)[O-])cc1)Nc1cccc(Cl)c1 (configuration not stated)	-5	-1	-3	3	7	1	-0.3	5	2	1
CCc1c(C)nc2cc(C)[nH]n2c1=O	-7	6	-8	2	-4	-8	-0.1	6	2	-5
COc1ccc(-n2nc(C(=O)NCC(=O)Nc3cc(OC)c(OC)c(OC)c3)c3ccccc3c2=O)cc1OC	-46	-4	-2	3	5	-27	42*	-6	2	-6
COc1ccc(NC(=O)CCn2c(=O)c3cccn3c3ccccc32)c(OC)c1	-20	-6	2	-5	0	-8	-0.4	3	-2	-4
CCOc1ccc(NC(=O)c2csc3c2CCCC3)cc1	4	-10	2	-4	5	2	-0.4	2	0	-1
COc1ccc(Cc2nnc(SCC(=O)c3cccc([N+](=O)[O-])c3)n2C)cc1	5	-3	0	-3	-5	2	0.0	-3	-2	2
CC(=O)Nc1ccc(NC(=O)CN2C(=O)NC3(CCCCCCC3)C2=O)cc1	1	-4	-3	-2	1	0	-0.2	8	2	-1
Nc1c(CO)nnn1-c1ccccc1	4	-5	1	1	0	4	0.2	-14	0	-2
CNC(=O)c1ccccc1C1(O)c2ccccc2CCc2ccccc21	-1	3	-4	-1	-1	1	0.2	12	1	-5
COC(=O)c1c(NC(=O)C2COc3ccccc3O2)sc2c1CCN(Cc1ccccc1)C2 (configuration not stated)	-1	2	-2	-4	8	-1	-5.5	-14	1	0
Cc1ccccc1-n1c(-c2ccc(Cl)cc2)cnc1SCC(=O)NC1CCS(=O)(=O)C1 (configuration not stated)	3	2	8	-1	4	9	-0.3	8	2	2
Cc1c(C(=O)C(=O)NCCC2=CCCCC2)c2ccccc2n1C	-3	2	-1	-2	-2	3	0.5	2	2	1
COC(=O)C[C@H]1CC[C@H]2[C@H](COc3ccc(NC(=O)C4CC4)cc3C(=O)N2C)O1	2	-4	-1	-4	.	-1	-0.1	.	-2	-2
COc1cc(NC(=O)CSCc2ccc(Cl)cc2Cl)c(C(=O)O)cc1OC	-7	3	-3	1	-2	-3	0.3	-3	-3	6
CCCn1c(=O)c(C(=O)NNS(=O)(=O)c2ccc(C)cc2)c(O)c2ccccc21	-4	3	2	-1	-5	2	0.0	14	5	2
CC(=O)c1cc(F)ccc1OCC(=O)N1CCN(c2ccc(F)cc2)CC1	-1	-11	2	-1	4	3	-0.4	2	4	-2
CCOC(=O)c1c(NC(=O)C2C3C=CC(C3)C2C(=O)O)sc2c1CC(C)CC2 (configuration not stated)	-11	-2	-11	4	-2	-6	0.5	-11	0	2
CC1CCC2C(=O)N(c3ccc(Cc4ccncc4)cc3)C(=O)C2C1 (configuration not stated)	1	6	-5	-4	7	1	0.0	4	-1	-2
SMILES	PLC-beta3 inh	Tn7 DDE FP	ADAM17 inh	MBD2 inh	ARFGAP1 inhibitor	PLC-gamma1 inh	KLK7 zymogen act	ASAP1 inh	UHRF1 binding	DDE Tn6 FP inh
O=C(OCC(=O)c1cccs1)c1ccc([N+](=O)[O-])o1	0	1	4	-4	1	4	1.3	-4	-2	1
c1ccc2c(c1)CC(N1CCCCC1)c1ccccc1N2 (configuration not stated)	1	7	-1	-5	-14	0	-0.4	11	2	-4
COc1cc(/C=N/NS(=O)(=O)c2ccccc2)ccc1OS(=O)(=O)c1ccc(C)cc1	2	-3	0	5	3	1	-0.4	-5	2	8
CCCC(=O)Oc1ccc(N(C(=O)CCC)S(=O)(=O)c2cccs2)cc1	-1	-5	2	9	-8	2	-0.1	15	9	-9
COc1ccccc1CCN=C(N)NS(=O)(=O)c1ccccc1F	-5	-1	1	-6	3	-1	-0.1	4	0	0
COc1ccc(C2CCCN2C(=S)Nc2ccc(C)cc2Cl)cc1OC (configuration not stated)	-7	1	-4	-3	3	3	-0.1	-1	-2	3
COC(=O)CN(C)C(=O)c1ccc(OC2CCN(S(=O)(=O)N(C)C)CC2)cc1	-6	-1	-5	1	10	0	0.2	9	1	-3
O=C(C1=NN[C@@H]2C(=O)N(c3cccc(F)c3)C(=O)[C@H]12)c1ccc2ccccc2n1	-4	5	-2	-2	-7	-5	-0.2	-13	1	-3
Cc1ccc(-c2nc3ccccc3o2)cc1NC(=O)c1ccc2c(c1)OCO2	-36	-1	-5	-2	-2	-28	-1.2	-12	-1	6
CCCCNC(=O)C1CC(=O)N(C2CCCCC2)C1 (configuration not stated)	4	-6	3	-1	5	1	0.1	3	0	1
COc1cc(OC)cc(C(=O)NC2=NCCS2)c1	-5	6	-1	-5	5	-5	0.2	7	0	6
Cc1ccc(NC(=O)CC2S/C(=N/N=C3\CCCc4ccccc43)NC2=O)cc1 (configuration not stated)	5	-1	9	-1	7	4	-0.1	8	-2	-9
COC(=O)CNC(=O)c1ccccc1C	1	2	-2	7	9	4	-0.9	4	4	-5
CCOC(=O)C1C(=O)C=C(C)C(C(=O)OCC)C1c1cccc([N+](=O)[O-])c1 (configuration not stated)	-4	7	1	-2	-14	4	-0.3	-6	1	-5
COc1cccc(-n2c(Cc3cc(=O)[nH]c(=O)[nH]3)nnc2SCC(=O)NC2CCCC2)c1	-4	1	-4	7	-1	-1	0.3	-5	1	-2
CC[C@@]1(c2ccccc2OC)ON(c2ccccc2C(F)(F)F)C1=O	-2	3	1	5	9	-3	0.2	-1	2	-1
O=C(Nc1nnc([C@@H]2C[C@H](O)[C@@H](CO)O2)s1)c1cccc(C(F)(F)F)c1	-3	0	-3	6	2	7	-0.7	5	5	-4
Cc1csc(NC(=O)CCn2c(=O)sc3ccccc32)n1	2	1	0	1	12	0	0.4	9	-3	4
O=C(NCc1cccnc1)Nc1ccc(F)cc1F	1	-2	-1	-2	11	-1	-0.4	-3	-1	-2
O=C(CN(C(=O)c1cccc([N+](=O)[O-])c1)C1CCCCC1)Nc1ccc(Cl)c([N+](=O)[O-])c1	2	4	-2	-1	-1	-1	-0.7	-4	-3	2
CC(C(=O)Nc1ccc2c(c1)OCO2)c1ccc([N+](=O)[O-])cc1 (configuration not stated)	2	0	3	-4	-10	2	-0.1	4	-3	4
CCOC(=O)c1c(NC(=O)CSc2nnc(C)c(=O)[nH]2)sc2c1CCC2	-2	2	-1	-3	3	0	-0.3	-7	-3	-1
Cc1ccc(N2C(=O)N(CC(=O)Nc3ccc(C)c(C)c3[N+](=O)[O-])C(=O)C2C)cc1 (configuration not stated)	-10	-3	-7	-3	-6	0	-0.7	-2	-1	6
CCSC(=S)c1c(C)[nH]n(-c2ccccc2)c1=O	-7	5	-1	-3	3	5	0.4	-8	-2	0

Looked up one by one from above (5):
SMILES	PLC-beta3 inh	Tn7 DDE FP	ADAM17 inh	MBD2 inh	ARFGAP1 inhibitor	PLC-gamma1 inh	KLK7 zymogen act	ASAP1 inh	UHRF1 binding	DDE Tn6 FP inh
c1ccc2c(c1)CC(N1CCCCC1)c1ccccc1N2 (configuration not stated)	1	7	-1	-5	-14	0	-0.4	11	2	-4
O=C(Nc1nnc([C@@H]2C[C@H](O)[C@@H](CO)O2)s1)c1cccc(C(F)(F)F)c1	-3	0	-3	6	2	7	-0.7	5	5	-4
Cc1ccc(NC(=O)CC2S/C(=N/N=C3\CCCc4ccccc43)NC2=O)cc1 (configuration not stated)	5	-1	9	-1	7	4	-0.1	8	-2	-9
Cc1csc(NC(=O)CCn2c(=O)sc3ccccc32)n1	2	1	0	1	12	0	0.4	9	-3	4
COc1cccc(-n2c(Cc3cc(=O)[nH]c(=O)[nH]3)nnc2SCC(=O)NC2CCCC2)c1	-4	1	-4	7	-1	-1	0.3	-5	1	-2

Compound profiles, from the list above. Screens in order: PLC-beta3 inh | Tn7 DDE FP | ADAM17 inh | MBD2 inh | ARFGAP1 inhibitor | PLC-gamma1 inh | KLK7 zymogen act | ASAP1 inh | UHRF1 binding | DDE Tn6 FP inh
Entry for O=C(Nc1nnc([C@@H]2C[C@H](O)[C@@H](CO)O2)s1)c1cccc(C(F)(F)F)c1 = -3 | 0 | -3 | 6 | 2 | 7 | -0.7 | 5 | 5 | -4
Entry for O=C(CN(C(=O)c1cccc([N+](=O)[O-])c1)C1CCCCC1)Nc1ccc(Cl)c([N+](=O)[O-])c1 = 2 | 4 | -2 | -1 | -1 | -1 | -0.7 | -4 | -3 | 2

Structures above shown as hits in KLK7 zymogen act.
mol,PLC-beta3 inh,Tn7 DDE FP,ADAM17 inh,MBD2 inh,ARFGAP1 inhibitor,PLC-gamma1 inh,KLK7 zymogen act,ASAP1 inh,DDE Tn6 FP inh
COc1ccc(-n2nc(C(=O)NCC(=O)Nc3cc(OC)c(OC)c(OC)c3)c3ccccc3c2=O)cc1OC,-46,-4,-2,3,5,-27,42*,-6,-6
